West Nile antiviral – West Nile virus antiviral activity, cell-based, CPE readout (AID 1621) | one-dose CPE inhibition, % at 10 µM; IC50 in µM for titrated hits | West Nile virus-infected cells, CPE inhibition; higher % means a stronger effect | actives 0.02% (n = 290,000); in the data active = a potency from the dose series; inconclusive = CPE inhibition mostly from about 3.7% at the one dose, without a potency; inactive = the rest, 99 in 100 with CPE inhibition below about 2.2%; also: strong numbers were not always called active
NTR1 ag – agonists of NTR1, primary screen, imaging, U2OS cells, beta-arrestin-GFP, high content (AID 493036) | activation, % at 20 µM | NTR1-U2OS beta-arrestin-GFP spot imaging, agonist mode | P30989 | actives 0.17% (n = 330,000);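 active = activation at or above 40% of the spot to cytoplasm intensity ratio, with at least 20 cells analyzed; inconclusive = wells under 20 cells, flagged as cytotoxic or low count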;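 also: 0% = DMSO without peptide and 100% = 100 nM NTR1 peptide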
Target sequence (P30989 whole entry, looked up): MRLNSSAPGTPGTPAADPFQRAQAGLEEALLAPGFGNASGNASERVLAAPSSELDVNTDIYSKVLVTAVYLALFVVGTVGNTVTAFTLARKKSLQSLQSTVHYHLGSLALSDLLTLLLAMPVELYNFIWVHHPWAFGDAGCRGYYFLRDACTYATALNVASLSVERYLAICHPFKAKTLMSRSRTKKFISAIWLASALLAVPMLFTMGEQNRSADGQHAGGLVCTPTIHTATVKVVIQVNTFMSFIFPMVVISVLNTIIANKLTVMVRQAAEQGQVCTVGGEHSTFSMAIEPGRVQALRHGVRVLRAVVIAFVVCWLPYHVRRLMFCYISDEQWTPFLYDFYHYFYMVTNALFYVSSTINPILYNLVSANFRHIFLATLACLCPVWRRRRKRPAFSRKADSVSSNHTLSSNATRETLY
AID2073 – inhibitors of Mint1-CaV2.2 protein interaction, biochemical, HTRF (AID 2073). HTRF protein-protein interaction, Mint1-CaV2.2; higher % means a stronger effect. inhibition, % at 20 µM, or IC50 in µM where a hit was titrated. actives 0.19% (n = 290,000); in the data active = inhibition mostly above about 51%, no sharp cut-off; inconclusive = no clear call, values can overlap the other calls; inactive = mostly below about 53%; also: some results filed as inactive read as strong as hits
UTI89 phage lysis – inhibition of K1F phage lysis, E. coli UTI89, bacterial capsule biogenesis inhibitors, alamar blue (AID 488966); E. coli UTI89 K1F phage lysis, alamar blue, 2 h; higher % means a stronger effect; one-dose inhibition, % at 100 µM; IC50 in µM for titrated hits; actives 0.02% (n = 340,000);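 active = phage lysis inhibition, versus mean bacterial control, above a set limit; inconclusive = no clear call, values can overlap the other calls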;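 also: capsule biogenesis inhibitors block K1F phage lysis so surviving cells raise fluorescence; higher fluorescence means more inhibition of phage lysis; actives were called in the ten point dose series up to 300 µM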
Dengue-2 NS5 capping – flavivirus cap methylation enzyme inhibition – biochemical, confirmation dose response, primary screen (AID 588689); actives 0.3% (n = 340,000); Dengue-2 NS5 methyltransferase capping enzyme assay, biochemical; higher % means a stronger effect; inhibition, % at 25 µM; hits with a dose series show IC50 in µM; in the data active = a potency from the dose series; inconclusive = inhibition above about 29% without an active follow-up result
Siah-1 displacement – blockers of Siah-1 interaction with plectin peptide – biochemical, fluorescence polarization, rhodamine-plectin, uHTS, primary screen (AID 1817) | Siah-1 / rhodamine-plectin peptide fluorescence polarization; higher % means a stronger effect | displacement, % at 20 µM, or IC50 in µM where a hit was titrated | actives 0.02% (n = 290,000);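 active = displacement of at least 50% at 20 µM, with a fluorescence ratio check between 0.3 and a set limit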;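 also: plate controls were Siah plus tracer with DMSO for no effect and tracer alone without Siah for full effect; strong numbers were not always called active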
SV40 large T antigen – SV40 large T antigen inhibitors, biochemical (AID 1903). SV40 large T antigen ATPase/helicase inhibition assay; higher % means a stronger effect. inhibition, % at 20 µM; hits with a dose series show IC50 in µM. actives 0.39% (n = 310,000); in the data active = a potency from the dose series; inconclusive = inhibition mostly from about 32% at the one dose, without a potency; inactive = the rest, 99 in 100 with inhibition below about 32%; also: strong numbers were not always called active
Rac1 GTP hydrolysis – MgcRacGAP GTPase-activating activity inhibitors, confirmation, biochemical, ADP Hunter fluorescence. MgcRacGAP-stimulated Rac1 GTP hydrolysis, ADP Hunter fluorescence; higher % means a stronger effect; GST-tagged Rac1 F28L mutant substrate. actives 0.6% (n = 340,000). inhibition, % at 30 µM; hits with a dose series show IC50 in µM;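 active = first-screen hits whose inhibition reached a set limit at any dose in the follow-up dose series; inconclusive = inhibition above the set first-screen limit but never retested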;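 also: fluorescence reports GDP produced by GAP-driven GTP hydrolysis; strong numbers were not always called active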
RSV antiviral HEp-2 – inhibition of RSV-induced cytopathic effect – HEp-2 cells, primary 10 µM value included (AID 2391). HEp-2 cells, RSV-induced CPE inhibition; higher % means a stronger effect. one-dose CPE inhibition, % at 10 µM; IC50 in µM for titrated hits. actives 0.13% (n = 310,000); in the data active = a potency from the dose series; inconclusive = CPE inhibition mostly from about 23% at the one dose, without a potency; inactive = the rest, 99 in 100 with CPE inhibition below about 21%; also: strong numbers were not always called active
NTR1 ag cell count 20 µM – further read-out of NTR1 ag, marked with its call; cell count; measured here: cell count, cytotoxicity flag
Dengue-2 NS5 capping pilot replicate – also measured in Dengue-2 NS5 capping; calls as there; inhibition, %; measured here: pilot screen replicate inhibition
Starred values were filed as active, the others as inactive; ? = inconclusive; · = not tested or not shown; [ ] = remark or other dose.

SMILES	West Nile antiviral	NTR1 ag	NTR1 ag cell count 20 µM	AID2073	UTI89 phage lysis	Dengue-2 NS5 capping	Siah-1 displacement	SV40 large T antigen	Rac1 GTP hydrolysis	RSV antiviral HEp-2	others
COc1ccc(CNC(=O)C2CC(c3ccc(OC)cc3)=NO2)cc1 (stereo unspecified)	-0.2%	1.0	51	3%	2.7%	-9%	-2%	5%	3%	2.6%
CCCn1c(SCC(=O)Nc2ccc(OC)cc2)nnc1-c1ccncc1	0.0%	-2.2	74	31%	0.7%	-2%	2%	2%	7%	2.4%
Cc1cc(Br)ccc1NC(=S)NCCc1ccccc1	-1.2%	1.2	56	22%	-0.2%	-1%	2%	12%	3%	2.0%
C=CCNC(=O)N1CCCC(C(=O)c2cccc(Cl)c2)C1 (stereo unspecified)	0.2%	-0.2	85	0%	0.1%	1%	3%	11%	11%	2.3%
COc1ccc(CCNC(=O)CCn2c(SCC#N)nc3ccccc3c2=O)cc1OC	-0.8%	-1.4	79	-6%	1.0%	-5%	-1%	9%	6%	1.4%
CCCCCc1cc(=O)oc2c(C(CCN3CCCCC3)c3cc(OC)c(OC)c(OC)c3)c(OC)cc(OC)c12 (stereo unspecified)	-1.9%	32	50	14%	9.1%	-2%	-1%	7%	9%	-3.9%
CC(C)NC(=O)Cn1c(SCC(=O)NC2CCCC2)nc2ccccc21	-0.6%	0.1	49	3%	0.4%	-6%	-4%	8%	5%	1.8%
CC1CCCN(c2c([N+](=O)[O-])c(=O)oc3ccccc23)C1 (stereo unspecified)	1.0%	-0.9	62	3%	0.3%	2%	3%	1%	9%	0.7%
COc1ccc(CNC(=O)C2CCCN2S(=O)(=O)c2ccc(Cl)cc2)cc1 (stereo unspecified)	-0.7%	2.1	40	-9%	-0.4%[50 µM]	-4%	40%	3%	8%	0.6%
Cc1ccccc1OCC(=O)Nc1ccc2c(c1)OCCO2	0.2%	1.0	66	3%	0.0%	0%	-4%	4%	11%	0.5%
COc1ccccc1C(=O)ON=C1c2ccccc2-c2ccccc21	-0.2%	4.6	43	18%	5.7%	-8%	-5%	3%	4%	4.1%
O=C(Cn1nc(Cc2cccnc2)c2ccccc2c1=O)N1CCN(c2ccccn2)CC1	-0.7%	-0.6	64	3%	1.0%	-4%	1%	1%	4%	1.8%
COc1ccc(CCN(C)C(=O)CN2C(=O)NC3(CCCc4ccccc43)C2=O)cc1OC (stereo unspecified)	·	-0.6	56	·	-1.2%	-2%	·	3%	-1%	0.6%
CCCCc1ccc(NC(=S)N2CCN(c3ncccn3)CC2)cc1	-0.2%	3.6	40	-10%	1.2%	7%	1%	28%	-6%	8.3%
O=[N+]([O-])c1ncn(Cc2c(Cl)cccc2Cl)n1	-1.1%	·	·	11%	0.0%	-2%	-2%	0%	1%	·
O=C(O)CC1(CC(=O)NCc2cccc(Cl)c2)CCCCC1	0.2%	0.0	80	4%	0.1%	1%	-3%	8%	6%	0.9%
CN(C)CCn1c(=O)n(-c2ccc(F)cc2)c(=O)c2c3c(sc21)CCCCC3	-0.1%	-0.6	52	48%	0.7%	4%	-6%	3%	5%	0.1%
COc1ccc(C2=NN(S(C)(=O)=O)C(c3cccs3)C2)cc1 (stereo unspecified)	-1.2%	-1.0	74	0%	0.1%	-7%	-4%	-2%	-1%	2.6%
Cc1ccc(Sc2cc(C(=O)c3ccccc3C(=O)O)ccc2[N+](=O)[O-])cc1	0.0%	2.1	88	10%	0.1%	1%	8%	18%	7%	1.3%
O=C1Nc2cc(C(=O)NCCN3CCCCCC3)ccc2S/C1=C\c1ccccc1	-1.2%	9.8	63	16%	-21%	-14%	-3%	7%	8%	·
Cc1ccc(O)c(NC(=O)C2=CC(c3cccs3)=NS(=O)(=O)N2C)c1	-0.5%	3.6	79	2%	4.9%	3%	1%	1%	14%	2.1%
CN(CC(=O)Nc1ccc(F)cc1)C(=O)Cc1ccsc1	·	2.2	94	·	0.5%[50 µM]	4%	·	·	4%	2.9%
COc1ccccc1C(=O)NC(=O)COC(=O)Cn1[nH]c(=O)c2ccccc2c1=O	·	2.0	61	·	1.8%[50 µM]	5%	·	30%	4%	-1.1%
O=C(NCc1ccccn1)Nc1cccc(NC(=O)NCc2ccccn2)c1	-0.5%	-0.3	46	6%	9.2%	0%	-1%	12%	4%	0.8%
CC(NC(=O)C1CCC(=O)N1Cc1ccc(F)cc1)c1ccc2c(c1)OCCO2 (stereo unspecified)	-0.3%	-3.6	43	-5%	1.3%	-5%	3%	-1%	4%	1.5%
Cc1cccc2nc(CSc3nnc4ccccn34)cn12	0.0%	2.1	56	21%	0.1%	-1%	9%	18%	3%	1.4%	Dengue-2 NS5 capping pilot replicate=3.6
O=C(O)CCc1nc(-c2ccccc2Cl)no1	0.1%	-0.7	48	4%	5.5%	-6%	-6%	1%	5%	1.2%
O=C(/C=C/c1cccc([N+](=O)[O-])c1)N1CC[C@@]2(O)CCCC[C@H]2C1	-0.3%	0.4	44	9%	-1.3%	-3%	-4%	-2%	13%	1.1%
CCCC1(C(=O)OC)NC(c2ccc(OC)c(OC)c2)C2C(=O)N(c3ccc4c(c3)OCO4)C(=O)C21 (stereo unspecified)	-0.2%	0.0	86	4%	1.0%	-4%	-2%	1%	2%	2.2%
COc1cccc(CNC(=O)c2ccccc2-c2ccccc2C(=O)O)c1	1.7%	1.0	58	6%	0.4%	-8%	0%	0%	7%	1.2%
Cc1cccc(NC2CCCCC2NS(=O)(=O)c2ccccc2)c1 (stereo unspecified)	0.6%	1.2	57	-4%	0.2%	-6%	0%	·	4%	·
O=C(CSc1nc2ccccc2c(=O)n1-c1ccc(F)cc1)Nc1ccc(Cl)c(S(=O)(=O)N2CCOCC2)c1	0.1%	-0.4	65	47%	4.8%[50 µM]	-3%	16%	7%	5%	2.5%
CCc1cc(C(=O)OC)c(NC(=O)CC2Nc3cc(C)c(C)cc3NC2=O)s1 (stereo unspecified)	-0.9%	-0.5	88	7%	0.0%[50 µM]	-4%	4%	8%	7%	2.4%
COCCNC(=O)Cn1ccc2cc(S(=O)(=O)N3CCCCCC3)ccc21	0.3%	-1.3	51	7%	0.1%	4%	16%	15%	7%	0.4%
CCN(CC)CCCNC(=O)c1c(O)c2cc(F)cc3c2n(c1=O)C(C)CC3 (stereo unspecified)	1.7%	-0.1	83	16%	2.0%[50 µM]	-8%	5%	6%	7%	0.0%
Cc1ccc(S(=O)(=O)NCC(=O)N2CCOCCOCCOCC2)cc1	0.2%	-0.5	44	-3%	-0.2%	-12%	-2%	21%	3%	-0.6%
O=C(O)c1cc(-c2ccc(Cl)c(Cl)c2)n(-c2ccc(F)cc2)n1	0.1%	-1.0	110	?	-0.4%	2%	6%	12%	2%	3.6%
O=C(Cn1nnc(-c2ccccc2)n1)OC1CCOC1=O (stereo unspecified)	-0.2%	0.8	53	0%	-1.1%	-2%	0%	7%	5%	0.2%
O=C(NNC1=NCCCCC1)c1cccc([N+](=O)[O-])c1	-0.1%	1.1	51	4%	-0.9%	-10%	1%	24%	2%	-1.4%
COc1cccc(CN2CC(C(=O)NCCSc3nnnn3C)CCC2=O)c1 (stereo unspecified)	-0.3%	-0.3	68	7%	0.0%	3%	-1%	9%	4%	-0.6%
Cc1[nH]c2ccccc2c1C(=O)COC(=O)C1CC(O)CN1S(=O)(=O)c1ccc(Cl)cc1 (stereo unspecified)	·	6.1	68	·	-1.2%	1%	·	·	10%	2.2%
COc1cccc(C(=O)N2CCC(O)(c3cccnc3)CC2)c1	-0.1%	-0.8	78	0%	0.2%	-4%	1%	-2%	12%	1.8%
CCOC(=O)c1cnc(N2CCN(c3ccccc3)CC2)[nH]c1=O	0.0%	0.4	97	2%	0.1%	-5%	4%	·	7%	·
C=CCNC(=O)[C@H]1N2C(=O)c3ccccc3C2SC1(C)C (stereo partly specified)	-0.6%	-1.2	87	47%	0.1%	-3%	-1%	3%	15%	1.6%

Entries from the list above that contain a Cl atom (eight):
SMILES	West Nile antiviral	NTR1 ag	NTR1 ag cell count 20 µM	AID2073	UTI89 phage lysis	Dengue-2 NS5 capping	Siah-1 displacement	SV40 large T antigen	Rac1 GTP hydrolysis	RSV antiviral HEp-2	others
C=CCNC(=O)N1CCCC(C(=O)c2cccc(Cl)c2)C1 (stereo unspecified)	0.2%	-0.2	85	0%	0.1%	1%	3%	11%	11%	2.3%
COc1ccc(CNC(=O)C2CCCN2S(=O)(=O)c2ccc(Cl)cc2)cc1 (stereo unspecified)	-0.7%	2.1	40	-9%	-0.4%[50 µM]	-4%	40%	3%	8%	0.6%
O=[N+]([O-])c1ncn(Cc2c(Cl)cccc2Cl)n1	-1.1%	·	·	11%	0.0%	-2%	-2%	0%	1%	·
O=C(O)CC1(CC(=O)NCc2cccc(Cl)c2)CCCCC1	0.2%	0.0	80	4%	0.1%	1%	-3%	8%	6%	0.9%
O=C(O)CCc1nc(-c2ccccc2Cl)no1	0.1%	-0.7	48	4%	5.5%	-6%	-6%	1%	5%	1.2%
O=C(CSc1nc2ccccc2c(=O)n1-c1ccc(F)cc1)Nc1ccc(Cl)c(S(=O)(=O)N2CCOCC2)c1	0.1%	-0.4	65	47%	4.8%[50 µM]	-3%	16%	7%	5%	2.5%
O=C(O)c1cc(-c2ccc(Cl)c(Cl)c2)n(-c2ccc(F)cc2)n1	0.1%	-1.0	110	?	-0.4%	2%	6%	12%	2%	3.6%
Cc1[nH]c2ccccc2c1C(=O)COC(=O)C1CC(O)CN1S(=O)(=O)c1ccc(Cl)cc1 (stereo unspecified)	·	6.1	68	·	-1.2%	1%	·	·	10%	2.2%

A draw from above in order of number of heavy atoms, low to high.
SMILES	West Nile antiviral	NTR1 ag	NTR1 ag cell count 20 µM	AID2073	UTI89 phage lysis	Dengue-2 NS5 capping	Siah-1 displacement	SV40 large T antigen	Rac1 GTP hydrolysis	RSV antiviral HEp-2	others
COc1cccc(C(=O)N2CCC(O)(c3cccnc3)CC2)c1	-0.1%	-0.8	78	0%	0.2%	-4%	1%	-2%	12%	1.8%
COc1ccc(CNC(=O)C2CC(c3ccc(OC)cc3)=NO2)cc1 (stereo unspecified)	-0.2%	1.0	51	3%	2.7%	-9%	-2%	5%	3%	2.6%
O=C1Nc2cc(C(=O)NCCN3CCCCCC3)ccc2S/C1=C\c1ccccc1	-1.2%	9.8	63	16%	-21%	-14%	-3%	7%	8%	·

Screening results deposited in PubChem by several laboratories.
